Bioassay records from PubChem BioAssay.
M5 ag: CHRM5 agonism in calcium assay. P08912. AID 624037. actives 0.19% (n = 360,000). activation, % at 3 µM. CHO-K1 hM5 cells, Fluo-8 calcium fluorescence; 0% DMSO wells, 100% maximal acetylcholine response;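 active = activation above the run's mean over test compounds plus 3 SD, cut at about 23% in these data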;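 note: signal is peak over basal fluorescence ratio across the kinetic read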
M4 antag: blocks acetylcholine activation of human M4 receptor; CHO-hM4 cells, ACh EC80, Fluo-8 calcium fluorescence; inhibition, % at 3 µM; actives 0.73% (n = 360,000);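 active = inhibition above its plate's cutoff, the mean inhibition of sample wells plus 3 SD, cut at about 27% in these data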;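 note: 0% = acetylcholine EC80 with DMSO and 100% = DMSO without agonist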
Target sequence (P08173 whole entry, looked up): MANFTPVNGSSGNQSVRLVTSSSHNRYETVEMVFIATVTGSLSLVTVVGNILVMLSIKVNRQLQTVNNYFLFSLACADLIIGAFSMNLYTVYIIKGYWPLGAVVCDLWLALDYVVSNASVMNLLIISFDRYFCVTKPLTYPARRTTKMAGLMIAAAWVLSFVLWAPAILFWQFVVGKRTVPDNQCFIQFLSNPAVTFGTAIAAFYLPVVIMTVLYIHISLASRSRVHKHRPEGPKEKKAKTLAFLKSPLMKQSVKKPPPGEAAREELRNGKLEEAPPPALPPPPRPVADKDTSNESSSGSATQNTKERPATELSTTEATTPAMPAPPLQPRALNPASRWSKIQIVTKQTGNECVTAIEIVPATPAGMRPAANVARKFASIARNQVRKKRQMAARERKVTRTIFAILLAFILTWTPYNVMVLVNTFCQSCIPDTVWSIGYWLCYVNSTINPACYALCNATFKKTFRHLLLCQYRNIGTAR
CHRM4 PAM: potentiates acetylcholine response at human M4 receptor; CHO-K1 hM4/Gqi5, Fluo-8 calcium fluorescence, ACh EC20; 0% = ACh EC20, 100% = maximal ACh; actives 0.4% (n = 360,000); P08173; activation, % at 3 µM;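 active = activation above its plate's cutoff, the mean activation of sample wells plus 3 SD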; note: some results filed as inactive read as strong as hits
IDE cell inh: inhibits human insulin-degrading enzyme in HEK cells; P14735; FAbetaB cleavage, fluorescence polarization; inhibition, % at 5.59 µM; actives 0.41% (n = 320,000); AID 434962;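 active = percent inhibition above the average of all tested compounds plus 3 SD, set per screening campaign, cut at about 16% in these data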;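 note: IDE supplied by intact live HEK cells; FP after avidin binding of uncleaved biotin substrate so inhibition keeps polarization high; 0% = DMSO wells and 100% = 60 µM reference IDE inhibitor Ii1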
CRFBP-R2 block: CRF-BP/CRF-R2 complex antagonism; actives 0.59% (n = 350,000); inhibition, % at 11.8 µM; AID 588475; HEK293 CRF-R2/CRF-BP, CRF-induced calcium fluorescence;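 active = inhibition of the ligand-induced calcium signal above about 50% at the single tested concentration, limit read from the data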
M4 ag: agonists of human muscarinic M4 receptor (CHRM4) | CHO-K1 hM4/Gqi5, Fluo-8 calcium fluorescence; vehicle 0%, full acetylcholine response 100% | activation, % at 3 µM | actives 0.14% (n = 360,000);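 active = activation above the run mean over all test wells plus 3 SD, cut at about 32% in these data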;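 note: peak over basal fluorescence ratio per well then scaled between controls; 0% = DMSO wells and 100% = acetylcholine at EC100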
M5 PAM: potentiates acetylcholine response at human M5 receptor; actives 0.3% (n = 360,000); CHO-K1 hM5, Fluo-8 calcium, ACh EC20 PAM; 0% = ACh EC20, 100% = ACh EC100; AID 624038; activation, % at 3 µM;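 active = activation above the run cutoff, the mean activation of all test compounds plus 3 SD, cut at about 18% in these data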
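Probe or stimulus: acetylcholine, EC20 level; Assay system: human M5 receptor in CHO-K1 cells; Schedule: compound preincubation 140 s before EC20 acetylcholine addition; Technique: intracellular calcium via Fluo-8 fluorescence; Dosing: single-point, 3 µM nominal; Read-out basis: percent activation from peak-over-basal fluorescence ratio, scaled EC20-to-EC100 acetylcholine; Repeats: one well per compound, no replicates.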
CRFBP-R2 agonist: agonists of human CRF-binding protein/CRF-R2 receptor complex; HEK293 CRF-R2/CRF-BP, calcium dye fluorescence (FLIPR); percent of saturating CRF peptide response; actives 0.46% (n = 350,000); activation, % at 13.2 µM; AID 588473;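 active = activation of at least 50%, plus an integration ratio under a set limit after plate pattern correction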;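 note: plate controls were neutral control wells without compound for no effect and CRF at EC100 for full effect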
M5 antag: blocks acetylcholine activation of human M5 receptor | CHO-hM5 cells, Fluo-8 calcium fluorescence, ACh EC80 | actives 0.59% (n = 360,000) | inhibition, % at 3 µM;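 active = inhibition above a per-plate cutoff, the mean of that plate's test compounds plus 3 SD, cut at about 27% in these data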;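 note: 0% = acetylcholine EC80 with DMSO and 100% = DMSO without agonist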
An asterisk follows results filed as active; x = not tested or not shown.

M5 ag	M4 antag	CHRM4 PAM	IDE cell inh	CRFBP-R2 block	M4 ag	M5 PAM	CRFBP-R2 agonist	M5 antag	structure
-3	-6	-3	x	-23	-1	-12	-0.4	14	CC1(C)N=C(N)N=C(N)N1c1cc(Cl)ccc1Cl
2	12	-17	4	15	14	-16	1.7	9	CCCN1C(=O)c2cc(C(=O)Nc3cccc(C(C)=O)c3)ccc2C1Nc1cccc(C(C)=O)c1 (stereo unspecified)
6	4	10	8	-194	4	1	133*	0	CCN(CC)c1ccc(/C=c2/sc3nnc(-c4ccccc4C)n3c2=O)cc1
-3	5	-3	-5	-1	0	-6	-1.3	10	CC(=O)c1nc2ccccc2n1CCc1ccccc1
2	6	3	2	-5	2	1	3.1	-6	c1ccc(-n2ncc3c(NCCN4CCOCC4)ncnc32)cc1
-2	7	-7	-1	-10	0	-3	-2.2	4	CC(C)(C)NC(=O)COC(=O)c1ccc(S(=O)(=O)N2CCCCCC2)cc1
1	3	7	x	4	3	-4	-0.3	23	COc1ccccc1N1CCN(S(=O)(=O)CCNC(=O)c2cccs2)CC1
-1	4	-10	0	-5	10	-10	1.4	10	Cc1ccc(C)c(Nc2cc(C(=O)NCc3cccnc3)c3ccccc3n2)c1
0	-10	5	5	15	1	1	5.0	-4	CCOC(=O)c1c(N)sc(C(=O)N2CCCC(C(N)=O)C2)c1C (stereo unspecified)
-5	-4	0	3	-3	-2	4	-2.0	-2	CCOc1ccc(C(=S)NC2CCCCC2)cc1
-3	4	-7	5	-17	5	-6	2.7	9	CCCc1cc(C(=O)N2CCCC(Cc3ccccc3C)(C(=O)OCC)C2)no1 (stereo unspecified)
5	-5	-14	x	x	22	-8	x	8	COc1ccc(CN2C[C@@H](CO)O[C@@H](n3cnc4c(N5CCN(c6ccccc6)CC5)ncnc43)C2)cc1
-1	1	4	3	6	0	9	-0.8	9	ClC1=C(Cl)C(Cl)=C(Cl)C1=C/C=C/c1ccccc1
-2	-9	2	3	-31	2	0	0.4	-6	COc1ccc(N2CC(C(=O)OCC(=O)c3ccccc3)CC2=O)cc1 (stereo unspecified)
0	-7	5	0	1	0	6	0.4	3	CCOC(=O)c1ccccc1NC(=O)CSC(C)C(=O)Nc1cc(C)on1 (stereo unspecified)
-7	3	4	-2	-2	1	-2	0.2	10	Cc1ccc(NC(=O)CCc2nnc3ccc(NCc4ccco4)nn23)cc1
-1	-7	1	0	-8	1	-2	0.2	4	CCCCN(C(=O)c1ccc(Br)o1)C1CCS(=O)(=O)C1 (stereo unspecified)
-1	-6	14	2	-8	0	-4	-1.4	-3	CCc1ccc(OCC(=O)N(C)CCC#N)c(Br)c1
-4	7	-7	1	5	5	10	-1.1	3	Cc1[nH]c2ccc(C(=O)NCCN3CCCCCC3)cc2c1C
5	-1	13	1	-12	-2	-3	-1.6	-6	CCc1nn(-c2ccccc2)c2c1-c1cc(OC)c(OC)cc1C1(N2)C(=O)Nc2ccccc21 (stereo unspecified)
0	-2	0	-3	-4	4	1	-1.0	3	Cc1ccc(C)c(NC(=O)C(Sc2nnc(-c3cccs3)o2)c2ccccc2)c1 (stereo unspecified)
-6	-6	2	-1	-8	0	-2	0.1	6	NC(=S)NN=C1C2CC3CC(C2)CC1C3
5	-4	-6	-5	5	0	7	-1.2	-20	O=S(=O)(c1ccc(C2CCCCC2)cc1)N1CCN(c2ncccn2)CC1
4	3	8	0	-4	1	9	0.5	-3	CC1CCC2(CC1)NC(=O)N(CC(=O)Nc1cccnc1Cl)C2=O (stereo unspecified)
5	-2	4	2	4	2	7	-1.1	-2	COC(=O)c1cc(/C=C/c2ccccc2)on1
4	10	-10	2	-6	14	-10	-0.3	18	O=C(OCC(=O)N(CCc1ccccc1)Cc1ccccc1)c1ccccc1NCCO
1	6	-1	x	x	1	2	x	-4	CCCCn1nnnc1C1(C)CCC(=O)N1Cc1ccc(OC)cc1 (stereo unspecified)
2	-3	0	-3	-6	6	-1	0.9	-4	CCN(CC)S(=O)(=O)c1cc(C(=O)N(C)CC(=O)Nc2ccc(Cl)cc2)ccc1Cl
0	-8	-2	-5	-5	1	-2	0.0	5	CCCCNC(=O)CNC(=O)c1nn(-c2ccc(OC)cc2OC)c(=O)c2ccccc12
2	-2	-2	4	11	1	2	-0.9	7	O=C(NNC(=O)c1c(F)cccc1F)c1ccccc1-n1cccc1
-3	6	2	2	8	0	0	-0.2	2	O=C(c1cccc(C(=O)N2CCc3ccccc32)n1)N1CCc2ccccc21
-2	6	5	4	-66	3	3	7.7	4	NC(N)=N/N=C/c1ccc(OCc2ccccc2)cc1
0	-3	9	x	x	0	-2	x	0	OC(c1ccccc1)c1nc(-c2csc3ccccc23)cs1 (stereo unspecified)
-5	-9	9	3	9	1	2	0.4	-1	O=C(CCc1nc2ccccc2c(=O)[nH]1)NC1CCN(Cc2ccccc2)CC1
-1	5	1	3	-13	3	2	-3.9	2	Cn1c(SCc2nc3ccccc3[nH]2)nnc1-c1cccs1
-4	-20	4	2	11	3	-12	-1.4	24	CCN(CC)S(=O)(=O)c1ccc(/C=C/C(=O)OCC(=O)Nc2cccc3ccccc23)cc1
0	-1	-1	x	10	11	-11	-2.7	7	CN(C)S(=O)(=O)c1ccc(NC(=O)COc2cccc3c2OC(C)(C)C3)cc1
1	-11	0	x	-1	0	10	1.2	-22	CC(=O)Oc1ccccc1-c1nc(/C=C/c2ccccc2)no1
3	0	17	1	-36	0	9	6.2	-6	Cc1cc(C)c(NS(=O)(=O)c2ccc(Cl)c(C(=O)O)c2)c(C)c1
-4	-5	8	-1	12	1	3	-1.2	-5	Cc1c(NC(=O)c2cccc(S(=O)(=O)N3CCOCC3)c2)c(=O)n(-c2ccccc2)n1C
-2	1	2	3	-21	1	-3	6.7	7	CN1/C(=C\C=Nc2cc(S(=O)(=O)N3CCOCC3)ccc2N2CCOCC2)C(C)(C)c2ccccc21
4	-6	14	0	1	0	9	-1.9	7	NC(=O)C1CCN(CC(=O)Nc2ccccc2C(=O)NC2CC2)CC1
-3	-2	3	2	-2	2	6	3.2	1	CCc1ccc(CN(C)C(=O)CCc2nnc(CCc3cccc(OC)c3)o2)nc1
-1	3	2	x	x	2	-1	x	-1	Cc1cc2c(cc1C)-n1nnnc1C(N1CCCNCC1)C(=O)N2 (stereo unspecified)
-5	-8	4	9	1	0	-1	0.1	11	CC(=O)Nc1ccc(S(=O)(=O)N2CCC(C(=O)Nc3nccs3)CC2)cc1
0	7	-8	-10	14	-1	6	-0.4	-3	O=[N+]([O-])c1ccc(S(=O)(=O)NCCCc2ccccc2)cc1
4	-6	-6	2	-2	9	-8	-0.7	-2	O=C(NCCC1=CCCCC1)C1CCN(S(=O)(=O)c2cccc3cccnc23)CC1
-1	-2	2	2	-7	0	2	0.8	-3	COc1ccc(C(=O)Nc2ccccn2)cc1
0	0	-18	13	19	7	-14	-1.3	21	CCOC(=O)Cn1cc(Cl)c(=O)c(Cl)c1
1	7	-4	2	-47	1	-6	6.5	6	CCc1ccc(C2CC(c3ccc(Cl)cc3)n3nc(N)nc3N2)cc1 (stereo unspecified)
3	0	11	2	2	1	-2	-0.7	7	COc1ccc(NC(=O)N(C)C[C@H]2Oc3ccc(NS(=O)(=O)c4c(C)noc4C)cc3C(=O)N([C@H](C)CO)C[C@@H]2C)cc1
-5	-4	12	-1	5	2	1	-0.2	4	CCOCCCNC(=O)c1ccccc1OC1CCN(S(C)(=O)=O)CC1
2	-10	10	x	11	1	-1	-1.6	10	NC(=O)C1(Nc2ccccc2)CCCC1
1	-8	-1	-4	-15	4	-6	-1.6	2	COc1cccc2c(=O)c(C(=O)NCc3cccs3)c[nH]c12
-3	-3	5	-3	13	1	3	-3.4	13	CS(=O)(=O)Nc1cccc(C(=O)CC2(O)C(=O)Nc3ccc(Br)cc32)c1 (stereo unspecified)
-1	-4	-3	3	-5	-2	6	0.7	-5	Cc1ccc(S(=O)(=O)NCc2ccc(C(=O)N3CCCC3)cc2)cc1
-1	0	6	3	-5	2	7	-0.7	-8	CCOC(=O)/C(C#N)=C/c1ccc(OCC(=O)Nc2ccc(OC)cc2)c(OC)c1
-1	-1	8	3	28	2	4	0.6	14	O=C(Nc1cccs1)Nc1c(F)cc(F)cc1Br
-3	-11	6	0	-54	-2	3	0.3	-3	O=c1[nH]c(C2C3CC4CC(C3)CC2C4)nc2ccccc12 (stereo unspecified)
0	0	16	5	-2	1	3	2.6	0	O=[N+]([O-])c1ccc(Sc2n[nH]c(-c3ccco3)n2)nc1
-12	-10	3	1	-2	0	-9	-1.1	-2	CC(NC(=O)CCSc1nc(-c2ccco2)cc(C(F)(F)F)n1)c1ccccc1 (stereo unspecified)
-1	-4	1	8	16	1	-1	-1.5	5	CCOC(=O)C(NS(=O)(=O)c1ccc(C)cc1)(C(F)(F)F)P(=O)(OCC(C)C)OCC(C)C (stereo unspecified)

Pulled by structure from above:
M5 ag	M4 antag	CHRM4 PAM	IDE cell inh	CRFBP-R2 block	M4 ag	M5 PAM	CRFBP-R2 agonist	M5 antag	structure
0	-1	-1	x	10	11	-11	-2.7	7	CN(C)S(=O)(=O)c1ccc(NC(=O)COc2cccc3c2OC(C)(C)C3)cc1
0	-7	5	0	1	0	6	0.4	3	CCOC(=O)c1ccccc1NC(=O)CSC(C)C(=O)Nc1cc(C)on1 (stereo unspecified)
-1	-4	1	8	16	1	-1	-1.5	5	CCOC(=O)C(NS(=O)(=O)c1ccc(C)cc1)(C(F)(F)F)P(=O)(OCC(C)C)OCC(C)C (stereo unspecified)
